Bioassay records deposited in PubChem by several laboratories.
DPM-DC inhibit = S. pneumoniae DPM-DC inhibition | purified DPM-DC, PK/LDH coupled NADH fluorescence | calls only at 10 µM | 0.49% of 65,000 active | AID 556;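 active = the 320 compounds with the highest percent inhibition in the single-dose primary screen, excluding strongly autofluorescent ones, cut at about 32% in these data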;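 note: kinetic rate of NADH fluorescence loss reporting ADP formed by the decarboxylase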
HPDE-C7K KRASV12 = viability loss of HPDE-C7K cells – cell-based, fluorescence, HTS, primary screen (AID 431). HPDE-C7K KRASV12 cells, Alamar Blue viability, 48 h; higher % means a stronger effect. one-dose cytotoxicity, % at 10 µM; EC50 in µM for titrated hits. 1.7% of 63,000 active;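 active = compounds whose percent cytotoxicity in the single-dose primary screen, scaled between solvent and toxic-drug controls, exceeds 50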;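 note: 0% = DMSO solvent wells and 100% = doxorubicin-treated wells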
HPDE-C7 viability = cytotoxicity in HPDE-C7 cells, cell-based, fluorescence, HTS (AID 430); 1.8% of 63,000 active; HPDE-C7 pancreatic duct cells viability, fluorescence; higher % means a stronger effect; one-dose cytotoxicity, % at 10 µM; EC50 in µM for titrated hits;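 note: cells exposed to compound for 48 hours before viability readout; 0% = vehicle and 100% = reference cytotoxic drug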
LYP phosphatase = inhibition of human PTPN22 tyrosine phosphatase – biochemical, DiFMUP fluorescence, recombinant catalytic domain, 10 µM, primary screen (AID 606). inhibition, % at 10 µM, or IC50 in µM where a hit was titrated. 52,000 tested, under 10 active. recombinant LYP catalytic domain, DiFMUP fluorescence; higher % means a stronger effect;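 active = IC50 under 40 µM in the dose-response test; inactive = IC50 of 40 µM or more, or never dose-tested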
Bfl-1 inhibitors = displacement of Bid BH3 peptide from Bfl-1 – biochemical, fluorescence polarization, FITC-Bid, mouse, primary screen (AID 432) | FITC-Bid BH3 peptide fluorescence polarization displacement; higher % means a stronger effect | displacement, % at 20 µM, or IC50 in µM where a hit was titrated | 0.02% of 64,000 active; in the data active = a potency from the dose series; inactive = the rest, 99 in 100 with displacement below about 15%; note: strong numbers were not always called active
PMK inhibit = S. pneumoniae PMK inhibition | purified PMK, PK/LDH-coupled NADH absorbance 340 nm | inhibition, % at 10 µM | 0.49% of 65,000 active | AID 539;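 active = top-ranked compounds by inhibition in the single 10 µM screen, taking a fixed number of the strongest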;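 note: 0% = full reaction with DMSO carrier and 100% = background rate without enzyme reaction; no value below 0 was filed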
MK inhibit = S. pneumoniae mevalonate kinase inhibition | purified MK, PK/LDH-coupled NADH absorbance 340 nm | inhibition, % at 10 µM | 0.48% of 65,000 active | AID 555;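 active = ranked among the strongest by inhibition in the single 10 µM screen, a fixed top-ranked set picked for dose follow-up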; note: no value below 0 was filed
TNAP inhibition = inhibition of tissue-nonspecific alkaline phosphatase – biochemical, luminescent (AID 518) | purified TNAP enzyme, luminescent substrate readout; higher % means a stronger effect | 0.09% of 64,000 active | one-dose inhibition, % at 20 µM; IC50 in µM for titrated hits; in the data active = a potency from the dose series; inactive = the rest, 99 in 100 with inhibition below about 22%;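 note: plate controls were vehicle for no effect and reference inhibitor for full effect; many of its hits are not listed in these tables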
HT1080 cytotoxicity = HT1080 cell viability loss – fluorescence readout (AID 620); HT1080 viability, fluorescence; higher % means a stronger effect; cytotoxicity, % at 10 µM; hits with a dose series show EC50 in µM; 0.42% of 87,000 active;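 note: cells exposed to compound overnight then 4 h with Alamar Blue; 0% = vehicle DMSO and 100% = killing control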
PMK inhibit pilot replicates = second read-out of PMK inhibit, no call of its own (marks repeat the call); inhibition, %; measured here: pilot screen replicates
MK inhibit pilot replicates = further read-out of MK inhibit, marked with its call; inhibition, %; measured here: pilot screen replicates
DPM-DC inhibit pilot screen % = further read-out of DPM-DC inhibit, marked with its call; inhibition, %; measured here: pilot screen trials
* marks the source's active call; other numbers are inactive results; i = inactive; . = not tested or not shown. Cut-off read from the data, not from the text of the source, unless noted: active = cytotoxicity above about 50%; inactive = the rest.

SMILES	DPM-DC inhibit	HPDE-C7K KRASV12	HPDE-C7 viability	LYP phosphatase	Bfl-1 inhibitors	PMK inhibit	MK inhibit	TNAP inhibition	HT1080 cytotoxicity	others
COc1cccc2c(=O)n(CC(=O)NC3CCCCC3)ccc12	i	-22%	-27%	-2%	-2%	4	7	7%	2%
CC(C)(C)c1cc(C(F)(F)F)nc(SCCCNC(=O)c2ccco2)n1	i	-1%	-8%	.	-2%	6	1	9%	1%
CCCn1c(=O)c2ccccc2n2c(SCCOc3ccc(OC)cc3)nnc12	i	-17%	-12%	-4%	0%	19	2	4%	-2%
O=C1CC(c2nc3ccccc3[nH]2)CN1c1cccc(C(F)(F)F)c1 (stereo unspecified)	i	-13%	-28%	6%	4%	1	5	-2%	6%
CCC(C)Oc1cccc(C(=O)Nc2ccccc2N2CCOCC2)c1 (stereo unspecified)	i	3%	2%	4%	-6%	2	11	4%	-3%
Cc1cc2c(c(=O)o1)C(CC(C)C)C(C#N)=C(N)O2 (stereo unspecified)	i	-1%	2%	4%	0%	0	3	10%	-23%
CCOC(=O)C1CCN(c2c(N3CCCC(C(=O)OCC)C3)c(=O)c2=O)CC1 (stereo unspecified)	i	-1%	-7%	3%	1%	1	12	8%	2%	PMK inhibit pilot replicates=0.0;MK inhibit pilot replicates=5.0;DPM-DC inhibit pilot screen %=9.5
O=C1c2ccccc2C(=O)N1Cc1nc2ccccc2c(=O)n1CCCN1CCOCC1	i	-4%	20%	-4%	-2%	8	4	14%	5%
CS(=O)(=O)N(CC(=O)Nc1ccc2c(c1)OCCO2)Cc1ccccc1	i	-9%	1%	7%	-4%	14	7	11%	0%	PMK inhibit pilot replicates=0.0;MK inhibit pilot replicates=0.0;DPM-DC inhibit pilot screen %=1.5
c1csc(-c2nn3c(-c4ccncc4)nnc3s2)c1	i	-5%	-6%	-9%	11%	10	15	-2%	1%
COc1ccc(CCNS(=O)(=O)c2cccs2)cc1	i	-16%	-8%	-1%	-1%	5	3	12%	1%
O=C(CC1C(=O)NCCN1C(=O)c1ccc(F)cc1)OCc1ccccc1 (stereo unspecified)	i	-7%	-5%	7%	-3%	5	6	8%	-2%
O=C1CC(c2cccc(Cl)c2)CC(O)=C1C=NCCCO (stereo unspecified)	i	-1%	3%	8%	5%	8	8	4%	-10%	PMK inhibit pilot replicates=7.0;MK inhibit pilot replicates=2.5;DPM-DC inhibit pilot screen %=1.5
CC(=C1C(=O)c2ccccc2C1=O)N1CCN(c2ccccn2)CC1	i	-6%	2%	-4%	5%	7	9	17%	8%
O=C1NC(=O)[C@@H]2C3c4ccccc4C=CN3[C@H](C(=O)c3cccs3)[C@H]12 (stereo partly specified)	i	-12%	-12%	-8%	33%	8	9	16%	-1%
CCOc1ccccc1-c1nc(SCC(=O)O)n[nH]1	i	-29%	-25%	4%	-6%	0	3	18%	6%
Cn1c(=NC(=O)CSCC(=O)N2CCOCC2)sc2ccccc21	i	-16%	-21%	5%	-2%	0	5	-1%	.
COC(=O)c1c(C#N)c(N)nc2c1CCCC2	.	-9%	0%	9%	0%	0	12	7%	-2%
CCOc1cc(-c2ccc3c(c2)OCO3)cc(=O)c2c(C)oc(C)c12	i	-6%	-12%	-1%	-9%	1	8	8%	24%
CC(C)C(CO)NC(=O)CC(=O)NC(CO)C(C)C (stereo unspecified)	i	-8%	0%	11%	-2%	17	7	3%	4%	PMK inhibit pilot replicates=0.0;MK inhibit pilot replicates=0.0;DPM-DC inhibit pilot screen %=0.0
O=C(CN(CCO)c1ccccc1)NC12CC3CC(CC(C3)C1)C2	i	-13%	1%	.	-4%	17	8	5%	-3%
CNCCC=C1c2ccccc2CCc2ccccc21	i	38%	15%	10%	-5%	4	12	12%	0%	PMK inhibit pilot replicates=5.0;DPM-DC inhibit pilot screen %=0.0
COc1ccc(N2CCN(C(CNS(=O)(=O)c3cccs3)c3cccnc3)CC2)cc1 (stereo unspecified)	i	-1%	-7%	21%	5%	23	4	12%	.
C=CCNc1nc(-c2cccc(OC)c2O)nc2ccccc12	i	-8%	-3%	9%	4%	4	0	5%	22%
CC(=O)N(c1ccc(N(C(C)=O)S(=O)(=O)c2cccs2)cc1)S(=O)(=O)c1cccs1	i	-2%	-11%	.	0%	6	1	13%	0%	PMK inhibit pilot replicates=2.5;MK inhibit pilot replicates=0.0;DPM-DC inhibit pilot screen %=2.5

Not a retest: an excerpt of the list.
SMILES	DPM-DC inhibit	HPDE-C7K KRASV12	HPDE-C7 viability	LYP phosphatase	Bfl-1 inhibitors	PMK inhibit	MK inhibit	TNAP inhibition	HT1080 cytotoxicity	others
COc1cccc2c(=O)n(CC(=O)NC3CCCCC3)ccc12	i	-22%	-27%	-2%	-2%	4	7	7%	2%
CC(C)(C)c1cc(C(F)(F)F)nc(SCCCNC(=O)c2ccco2)n1	i	-1%	-8%	.	-2%	6	1	9%	1%

Following part
SMILES	DPM-DC inhibit	HPDE-C7K KRASV12	HPDE-C7 viability	LYP phosphatase	Bfl-1 inhibitors	PMK inhibit	MK inhibit	TNAP inhibition	HT1080 cytotoxicity	others
COc1ccc(CCNC(=O)CNCC2CCCO2)cc1OC (stereo unspecified)	i	-6%	3%	15%	-1%	8	27	-7%	-17%
Cc1cc(C)c2[nH]c(=O)c(C(c3nnnn3CC3CCCO3)N3CCCC(C)C3)cc2c1 (stereo unspecified)	i	0%	0%	2%	-2%	9	9	3%	23%
COc1ccc(-c2nnc(SC(=O)N3c4ccccc4Sc4ccccc43)o2)cc1	i	9µM*	13µM*	2%	2%	0	4	0%	5%
COc1cc2[nH]c3c(N4CCN(c5ccccn5)CC4)ncnc3c2cc1OC	.	.	.	.	2%	20	8	4%	22%
CCCOc1c(OC)cccc1C1CC(=O)Nc2cc(OC)c(OC)c(OC)c21 (stereo unspecified)	i	5%	11%	-5%	2%	11	0	4%	-6%
COc1ccccc1-c1nc2n(n1)C(c1ccccc1Cl)C(C(N)=O)=C(C)N2 (stereo unspecified)	i	-4%	1%	4%	2%	11	13	11%	10%
Cc1ccc(CCNC(=O)CN2CCN(Cc3ccccc3F)C2=O)cc1	i	-9%	-18%	10%	3%	0	7	14%	.
COC(=O)c1c(-c2ccc(OC)c(OC)c2)csc1N	i	4%	-4%	0%	-2%	0	1	15%	5%
CCN1C(=O)N(C)C2(c3ccccc3)N(C)C(=O)N(C)C12c1ccccc1 (stereo unspecified)	i	12%	9%	12%	1%	17	7	5%	-15%
CC(=O)Nc1cccc(Oc2ccc(-c3noc(C)n3)cc2)c1	i	3%	-4%	1%	-7%	6	8	17%	2%
O=c1c2ccccc2nc(SCc2nc3ccccc3s2)n1Cc1ccco1	i	24%	18%	-5%	-31%	6	6	7%	-5%
CCSCCNC(=O)c1cc(-n2cnnc2)ccc1Cl	i	-14%	-15%	5%	3%	7	18	18%	8%	PMK inhibit pilot replicates=1.5;MK inhibit pilot replicates=0.0;DPM-DC inhibit pilot screen %=0.0
CCOCCCN1C(=O)CN(C2CCCCC2)C(=O)C1c1ccc(OC)c(OC)c1 (stereo unspecified)	i	-6%	-4%	1%	-1%	20	0	6%	-2%
CC(C)CC(=O)Nc1ccccc1N1CCCC1	i	-14%	-10%	6%	7%	7	6	10%	1%
CC(=O)Nc1ccc(S(=O)(=O)Nc2nnc(C3CCCCC3)s2)cc1	i	-11%	-6%	13%	-8%	18	0	7%	-11%
CCN(CC)CCCC(C)NC1=NCCCCC1 (stereo unspecified)	i	5%	-12%	12%	2%	19	0	8%	1%
Cc1ccc(C(=O)OCc2cn3ccccc3n2)cc1	i	-10%	-8%	9%	-3%	5	1	3%	-2%
CCOC(=O)c1cc(-c2cccs2)nn1CCC#N	i	-14%	3%	7%	-5%	9	4	1%	8%
Cc1nc(SCc2ccccc2)c(C(F)(F)F)c(=O)[nH]1	i	-10%	2%	-1%	-7%	11	14	8%	6%
Nc1ncc(-c2cc3ccccc3oc2=O)s1	i	.	.	.	6%	8	11	9%	4%
Cc1ccc2nc(-c3ccccn3)cc(C(=O)NC3CCN(C)CC3)c2c1	i	8%	8%	6%	2%	0	2	14%	3%
COc1ccc(C(=O)c2ccc(N3CCN(C4CC(=O)NC4=O)CC3)cc2)cc1F (stereo unspecified)	i	2%	-8%	9%	-7%	1	6	7%	6%

Reprinted at random: 5 records from the list, in no set order.
SMILES	DPM-DC inhibit	HPDE-C7K KRASV12	HPDE-C7 viability	LYP phosphatase	Bfl-1 inhibitors	PMK inhibit	MK inhibit	TNAP inhibition	HT1080 cytotoxicity	others
COc1ccccc1-c1nc2n(n1)C(c1ccccc1Cl)C(C(N)=O)=C(C)N2 (stereo unspecified)	i	-4%	1%	4%	2%	11	13	11%	10%
COc1ccc(CCNC(=O)CNCC2CCCO2)cc1OC (stereo unspecified)	i	-6%	3%	15%	-1%	8	27	-7%	-17%
COc1cc2[nH]c3c(N4CCN(c5ccccn5)CC4)ncnc3c2cc1OC	.	.	.	.	2%	20	8	4%	22%
CCOC(=O)c1cc(-c2cccs2)nn1CCC#N	i	-14%	3%	7%	-5%	9	4	1%	8%
Cc1ccc(CCNC(=O)CN2CCN(Cc3ccccc3F)C2=O)cc1	i	-9%	-18%	10%	3%	0	7	14%	.

Rows are unselected, and some 3.4% of all compounds hit somewhere here.
